Compound activity (PubChem BioAssay)
Dengue-2 NS5 capping – Dengue-2 NS5 methyltransferase inhibitors, primary screen, biochemical, confirmation dose response (AID 588689) | Genome polyprotein (Dengue virus type 2 (strain 16681-PDK53)) | 0.3% of 340,000 active | Dengue-2 NS5 methyltransferase capping enzyme assay, biochemical; higher % means a stronger effect | inhibition, % at 25 µM; hits with a dose series show IC50 in µM; in the data active means a potency from the dose series; inconclusive means inhibition above about 29% without an active follow-up result
Myeloid diff MLP – induction of myeloid progenitor differentiation, primary screen, cell-based, flow cytometry, MLPCN library; calls only at 10 µM; ER-HoxA9 myeloid progenitors, lysozyme-GFP differentiation; AID 624256, 2012; 1% of 360,000 active;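 active means normalized GFP-positive differentiation at or above the plate's own cutoff, the solvent-only control mean plus 3 SD; inconclusive means no clear call, values can overlap the other calls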;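 further: cells exposed to compound for four days before flow analysis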
Dengue-2 NS5 capping pilot replicate – second read-out of Dengue-2 NS5 capping, no call of its own (marks repeat the call); inhibition, %; measured here: pilot screen replicate inhibition
Myeloid diff MLP GFP+ MAC1+ % – also measured in Myeloid diff MLP; calls as there; GFP+ MAC1+ double positive, %; measured here: differentiation confirmed by MAC1 staining
The depositor's hits bear a star; i = inactive; ? = inconclusive; + = active, no number. This is a subset; the hit share may differ from the screen's.

Preview:
SMILES	Dengue-2 NS5 capping	Myeloid diff MLP	Myeloid diff MLP GFP+ MAC1+ %	others
Cc1ccc(S(=O)(=O)NC(C)C(=O)OCC(=O)N(C)c2ccccc2)cc1 (stereo unspecified)	-3%	i	0.6
Cc1ccc(NC(=O)CN(C)C(=O)COc2ncnc3ccc(Br)cc23)cc1	-2%	i	0.6
C[C@H](O)[C@@H]1CN2CCc3c([nH]c4ccccc34)[C@@H]2C[C@@H]1N(C)Cc1cc(Cl)cc(Cl)c1	6%	i	0.6
COc1ccccc1CNC(=O)C(=O)NCC1CCCN1S(=O)(=O)c1cc(C)ccc1C (stereo unspecified)	-7%	i	0.6
Cc1ccc(SCC(=O)OC(C)C(=O)NCc2ccccc2)cc1 (stereo unspecified)	-3%	i	0.6
CC(C)OC(=O)N(C)C[C@@H]1OCc2cnnn2CCCC(=O)N([C@H](C)CO)C[C@H]1C	-2%	i	0.3
Cc1csc(SC(C)C(=O)Nc2ccc(F)cc2Cl)n1 (stereo unspecified)	0%	i	0.6
CC(=O)Nc1ccc(NC(=O)C(C)Sc2nnc(-c3ccc4c(c3)OCO4)o2)cc1 (stereo unspecified)	2%	i	1.6
CC1(c2cccc(Br)c2)NC(=O)N(CC(=O)N2CCc3ccccc32)C1=O (stereo unspecified)	-8%	i	0.5
CCOC(=O)C1CCN(C(=O)CCNS(=O)(=O)c2ccc(C)cc2)CC1	-5%	i	0.6
CCc1ccc([C@H]2C(C(=O)O)=C[C@@H](CC)N2S(=O)(=O)c2ccc(C)cc2)cc1	-2%	i	0.3	Dengue-2 NS5 capping pilot replicate=-4.8
Cc1ccc(-c2cc(=O)[nH]c(NCc3ccccc3)n2)cc1	8%	i	0.5
CC1CN(C(=O)c2cc3ccccc3cc2O)CC(C)O1 (stereo unspecified)	-3%	i	1.5
CC(=O)OCC1=C(C(=O)O)N2C(=O)C(NC(=O)CC(C)c3ccccc3)C2SC1 (stereo unspecified)	-9%	i	0.5

All compounds of this part, from the start:
SMILES	Dengue-2 NS5 capping	Myeloid diff MLP	Myeloid diff MLP GFP+ MAC1+ %	others
Cc1ccc(S(=O)(=O)NC(C)C(=O)OCC(=O)N(C)c2ccccc2)cc1 (stereo unspecified)	-3%	i	0.6
Cc1ccc(NC(=O)CN(C)C(=O)COc2ncnc3ccc(Br)cc23)cc1	-2%	i	0.6
C[C@H](O)[C@@H]1CN2CCc3c([nH]c4ccccc34)[C@@H]2C[C@@H]1N(C)Cc1cc(Cl)cc(Cl)c1	6%	i	0.6
COc1ccccc1CNC(=O)C(=O)NCC1CCCN1S(=O)(=O)c1cc(C)ccc1C (stereo unspecified)	-7%	i	0.6
Cc1ccc(SCC(=O)OC(C)C(=O)NCc2ccccc2)cc1 (stereo unspecified)	-3%	i	0.6
CC(C)OC(=O)N(C)C[C@@H]1OCc2cnnn2CCCC(=O)N([C@H](C)CO)C[C@H]1C	-2%	i	0.3
Cc1csc(SC(C)C(=O)Nc2ccc(F)cc2Cl)n1 (stereo unspecified)	0%	i	0.6
CC(=O)Nc1ccc(NC(=O)C(C)Sc2nnc(-c3ccc4c(c3)OCO4)o2)cc1 (stereo unspecified)	2%	i	1.6
CC1(c2cccc(Br)c2)NC(=O)N(CC(=O)N2CCc3ccccc32)C1=O (stereo unspecified)	-8%	i	0.5
CCOC(=O)C1CCN(C(=O)CCNS(=O)(=O)c2ccc(C)cc2)CC1	-5%	i	0.6
CCc1ccc([C@H]2C(C(=O)O)=C[C@@H](CC)N2S(=O)(=O)c2ccc(C)cc2)cc1	-2%	i	0.3	Dengue-2 NS5 capping pilot replicate=-4.8
Cc1ccc(-c2cc(=O)[nH]c(NCc3ccccc3)n2)cc1	8%	i	0.5
CC1CN(C(=O)c2cc3ccccc3cc2O)CC(C)O1 (stereo unspecified)	-3%	i	1.5
CC(=O)OCC1=C(C(=O)O)N2C(=O)C(NC(=O)CC(C)c3ccccc3)C2SC1 (stereo unspecified)	-9%	i	0.5
COc1ccc(NC(=O)N(C)C[C@H]2Oc3ccc(NC(=O)CCN4CCOCC4)cc3C(=O)N([C@H](C)CO)C[C@@H]2C)cc1	-16%	i	0.3
CC1C(=O)N(Cc2cn(CC3CCCCC3)nn2)CCS(=O)(=O)N1Cc1ccc(-c2cccc(N(C)C)c2)cc1 (stereo unspecified)	-4%	i	0.4
Cn1ccc2cc(-c3csc(N4CCC(C(N)=O)CC4)n3)ccc21	-1%	i	1.8
COc1ccc(NC(=O)c2cc(-c3ccccn3)nc3ccccc23)c(OC)c1	6%	i	0.1
Cc1cc(C)c(OCC(=O)NCCCn2nc(C)cc2C)c(C)c1	-4%	i	1.4
Cc1nc(SCc2nc3ccc(Cl)cc3[nH]2)c2oc3ccccc3c2n1	-2%	i	1.0
CCOc1ccc(/C=C/C(=O)N(CC)CC(=O)Nc2ccc3c(c2)OCCO3)cc1OC	-5%	i	0.2
CC(C)[C@H](NC(=O)c1ccccc1)C(=O)OCC(=O)Nc1ccc(S(=O)(=O)N2CCOCC2)cc1	3%	i	0.7
CN(C(=O)CSc1nnc(-c2ccc(C(C)(C)C)cc2)n1C)C1CCS(=O)(=O)C1 (stereo unspecified)	1%	i	0.6
O=C(Cc1c(Cl)cccc1Cl)OCC(=O)c1ccc[nH]1	-3%	i	0.0
Cc1ccc(S(=O)(=O)N2CCC(C(=O)OCC(=O)N3CCC(C)CC3)CC2)cc1C	-4%	i	0.7
Remaining list, next part:
SMILES	Dengue-2 NS5 capping	Myeloid diff MLP	Myeloid diff MLP GFP+ MAC1+ %	others
O=C(CNC(=O)c1ccccc1F)NCCCN1CCCC1=O	-7%	i	0.4
CC(OC(=O)Cn1cnc2c1c(=O)n(C)c(=O)n2C)C(=O)NC1CCCCC1C (stereo unspecified)	-1%	i	0.5
CS(=O)(=O)N(CC(=O)N1CCN(c2ccccc2)CC1)c1ccccc1Cl	-1%	i	5.7
Cc1ccc(CN2CC(C(=O)NCCCn3nc(C)cc3C)CC2=O)cc1 (stereo unspecified)	-5%	i	0.4
Cc1cc(Cl)ccc1OCC(=O)NNC(=O)C1CSC2(C)CCC(=O)N12 (stereo unspecified)	-7%	i	0.6
CS(=O)(=O)c1ccc(Cl)c(NC(=O)COC(=O)COc2ccc3c(c2)CCC3)c1	-5%	i	0.7
CCn1nnc(-c2ccccc2NC(=O)c2cnccn2)n1	-1%	i	1.0
O=C(CNC(=O)c1ccco1)NNC(=O)c1n[nH]c(=O)c2ccccc12	-2%	i	1.6
COc1ccc(S(=O)(=O)N2CCC(C(=O)N[C@@H](C)C(=O)NCc3cccnc3)CC2)cc1	-2%	i	2.0
CCN(C(=O)COC(=O)c1ccc(=O)n(Cc2ccccc2)n1)C1CCCCC1	-3%	i	1.0
N#CCCN(C(=O)COC(=O)COc1ccccc1Cc1ccccc1)c1ccccc1	3%	i	0.6
C=CC[C@H](CC(=O)NCCO)C(=O)N[C@H](COC(=O)[C@@H](CC=C)CC(=O)OC(C)(C)C)Cc1c[nH]c2ccccc12	-7%	i	1.4
CN(C)S(=O)(=O)c1ccc(C(=O)N2CCN(S(=O)(=O)c3ccc4c(c3)OCCO4)CC2)cc1	-1%	i	0.4
O=C(c1cc(Cl)nc2ccccc12)N1CCN(Cc2ccc3c(c2)OCO3)CC1	-7%	i	1.0
CCOC(=O)C1Oc2ccccc2C(c2ccoc2)=C1C(=O)OC (stereo unspecified)	5%	i	0.8	Dengue-2 NS5 capping pilot replicate=-1.8
CCN(CC)CCn1c2c(c(SCC(=O)Nc3ccc(C(C)C)cc3)nc1=O)CCC2	8%	i	0.8
O=C(NCc1ccc(F)cc1)c1cccc2c1C(=O)c1ccc(N3CCC(Cc4ccccc4)CC3)cc1S2(=O)=O	?	+	3.9*
NC(=O)C1CCN(C(=O)c2cc(Cl)c3c(c2)OCCO3)CC1	4%	i	0.9
COc1ccc(-c2ccc3c(c2)S(=O)(=O)c2cccc(C(=O)NCCOc4ccccc4Cl)c2C3=O)cc1OC	-6%	i	4.3
COCCN(C(=O)COC(=O)C1CC(=O)N(c2ccc(C)cc2)C1)c1c(N)n(Cc2ccccc2)c(=O)[nH]c1=O (stereo unspecified)	-5%	i	0.9
O=C(C1CCN(S(=O)(=O)c2ccc(F)cc2)CC1)N1CCCC(C(F)(F)F)C1 (stereo unspecified)	-4%	i	0.2
CN1CCC[C@@H]1CCNC(=O)c1c(-c2ccc3c(c2)OCO3)noc1-c1ccsc1	-3%	i	2.3
COc1cccc(C(=O)N(C)Cc2c(C)nn(C3CCS(=O)(=O)C3)c2C)c1 (stereo unspecified)	-6%	i	0.9
CCOc1ccccc1NCN1C(=O)c2ccccc2C1=O	-3%	i	0.3
O=C1[C@H](Cc2ccccc2)NCC=CC[C@@H](c2ccc(Cl)cc2)N1Cc1ccccc1	-6%	i	2.0
(next part)
SMILES	Dengue-2 NS5 capping	Myeloid diff MLP	Myeloid diff MLP GFP+ MAC1+ %	others
CCN(CC(=O)NCc1cccs1)CC(=O)Nc1c(Cl)ccc(C)c1Cl	-4%	i	1.4
CCOC(=O)c1c(C)[nH]c(C)c1C(=O)COC(=O)[C@@H](NC(=O)c1ccco1)C(C)C	7%	i	1.0
CC(OC(=O)CNS(=O)(=O)c1ccc(C#N)cc1)C(=O)Nc1cccc(C#N)c1 (stereo unspecified)	-2%	i	0.8
Cc1cccc(Oc2ccccc2NC(=O)CSCC(=O)Nc2cc(C)on2)c1	-5%	i	0.7
CCCCCC1C(=O)N2C=C(c3ccccc3)c3ccccc3N2C1=O (stereo unspecified)	20%	i	0.6
COc1ccc(NC(=O)CN(C)C(=O)c2cccc(S(=O)(=O)N3CC4(C)CC3CC(C)(C)C4)c2)cc1 (stereo unspecified)	-3%	i	0.9
COc1ccc(NC(=O)COc2ccccc2C(N)=O)cc1S(=O)(=O)N1CCCCC1	1%	i	0.5
O=C(NCc1ccc(F)cc1)N1[C@H]2CC[C@@H]1C=C(c1ccc(F)cc1OCc1ccccc1)C2	3%	i	0.4
COc1cccc(NC(=O)c2ccc(N3C(=O)C4CC=CCC4C3=O)cc2)c1 (stereo unspecified)	1%	i	0.3
COc1cc(OC)cc(-c2nnc(NC(=O)CCS(=O)(=O)c3ccccc3)o2)c1	1%	i	0.4
C[C@H](CO)N1C[C@H](C)[C@@H](CN(C)Cc2cncnc2)Oc2cc(Br)ccc2S1(=O)=O	-2%	i	0.5
COc1ccccc1C(=O)COC(=O)CSC(C)C(=O)Nc1cc(C)on1 (stereo unspecified)	-4%	i	0.5
Cc1ccc(Nc2n[nH]c(=S)s2)cc1F	-2%	i	2.0
CC(C)C[C@@H](CN)NC(=O)c1nc[nH]c1C(=O)N[C@@H](C)C(=O)CNC[C@H](CC(C)C)NC(=O)c1nc[nH]c1C(=O)N[C@@H](CC(=O)O)C(=O)O	10%	i	1.0	Dengue-2 NS5 capping pilot replicate=-3.4
Cc1ccc(/C=C/C(=O)OCC(=O)NC(=O)NCc2ccccc2)cc1	2%	i	0.1
C[C@H](O)CNC(=O)c1[nH]cnc1C(=O)Nc1ccc(CNC(=O)OC(C)(C)C)cc1	-6%	i	0.4
CCN(CC)C(=O)C1=C(C)N(CCCOC)C(=O)C(CC(=O)NC2CCCC2)C1 (stereo unspecified)	7%	i	1.5
CC(=O)Nc1ccc(S(=O)(=O)NCC2CC3CCC2C3)cc1 (stereo unspecified)	2%	i	0.6
Cc1c(-c2ccccc2)n(O)c(-c2ccc(N(C)C)cc2)[n+]1[O-]	3%	i	1.3
Cc1ccc(CN2CCC[C@]3(N[C@H](c4ccc(C(F)(F)F)cc4)[C@@H]4C(=O)N(C)C(=O)[C@@H]43)C2=O)cc1	-5%	i	1.3
CC(C)c1ccc(S(=O)(=O)N2CCC(C(=O)NCc3ccco3)CC2)cc1	0%	i	0.8
COc1ccc(S(=O)(=O)N2CCOCC2)cc1NC(=O)CSc1nnc(NC2CC2)s1	-2%	i	0.6
CC(=O)Nc1c(Cl)c2c(c(Cl)c1Br)-c1ccc(Cl)cc1C2	6%	i	0.9
CCCCn1c(N)c(N(CC)C(=O)c2cc(CC)c(C)s2)c(=O)[nH]c1=O	-1%	i	1.0
CCOc1ccccc1OCCCC(=O)NNC(=O)c1cc(C)oc1C	-1%	i	0.4
Next entries follow:
SMILES	Dengue-2 NS5 capping	Myeloid diff MLP	Myeloid diff MLP GFP+ MAC1+ %	others
COc1ccc(S(=O)(=O)NCCOc2ccc(Cl)cc2)cc1	-7%	i	0.2
NCCCCCNC(=O)c1[nH]cnc1C(=O)N[C@@H](Cc1ccccc1)C(=O)OCc1ccccc1	-7%	i	0.9
CCCCCN(C(=O)CCC(=O)OCC(=O)c1ccc(C(C)CC)cc1)c1c(N)n(CCCC)c(=O)[nH]c1=O (stereo unspecified)	-4%	i	1.0
Nc1cc(C(=O)OCC(=O)NCCC2=CCCCC2)ccc1Cl	-1%	i	0.8
O=C1c2cc(Br)ccc2OC2C=CC=CC12 (stereo unspecified)	-1%	i	1.2	Dengue-2 NS5 capping pilot replicate=0.0
Cc1ccc(C(=O)NCC(=O)OCC(=O)c2c(N)n(C)c(=O)n(C)c2=O)cc1C	4%	i	1.5
CCOC(=O)c1c(NC(=O)CSc2nccn2C)sc(C(=O)NC)c1C	-1%	i	1.0
Cc1cc(=O)n(C(C)c2ccccc2)n1C(C)c1ccccc1 (stereo unspecified)	-5%	i	7.1
Cc1cc(Cl)cc(C)c1OCC(=O)N1CCN(c2ncccn2)CC1	-8%	i	0.6
CCCN(C(=O)COC(=O)CCOc1ccc(C)cc1)c1c(N)n(Cc2ccccc2)c(=O)[nH]c1=O	1%	i	0.7
CC12CCC3c4ccc(OCC(=O)O)cc4CCC3C1CCC2=O (stereo unspecified)	2%	i	0.7
O=CNc1ccccc1	-1%	i	2.5
Cc1onc(-c2ccccc2)c1C(=O)OCC(=O)N(C)c1ccccc1	-2%	i	1.0
